# From PubChem BioAssay
# NPYLR7 ag: agonists of mosquito NPYLR7 receptor, primary screen, cell-based, Aedes aegypti, calcium fluorescence, mosquito biting behavior | HEK293T NPYLR7/Galpha15, GCaMP6s calcium fluorescence | activation, % at 10 µM | hit rate 0.15% among 270,000 | AID 1259423, 2018; in the data active means activation above about 40%;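 further: 0% = vehicle and 100% = reference agonist at the receptor; some compounds past the cut are filed as inactive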
# mcGAS inh: cyclic GMP-AMP synthase inhibitors, mouse, primary biochemical chemiluminescence. Q8C6L5. recombinant cGAS, Kinase-Glo ATP depletion luminescence. inhibition, % at 12.5 µM. hit rate 0.15% among 160,000. AID 1259399, 2018;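 further: 0% = negative control wells and 100% = reference inhibitor with no enzyme activity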
# hcGAS lum: Primary biochemical luminescence assay for human cyclic GMP-AMP synthase inhibitors | Q8N884 | recombinant h-cGAS, ATP depletion, Kinase-Glo luminescence | inhibition, % at 12.5 µM | hit rate 0.081% among 290,000;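 further: 0% = vehicle reaction and 100% = reaction without DNA for no activity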
# Target sequence (Q8N884 whole entry, looked up): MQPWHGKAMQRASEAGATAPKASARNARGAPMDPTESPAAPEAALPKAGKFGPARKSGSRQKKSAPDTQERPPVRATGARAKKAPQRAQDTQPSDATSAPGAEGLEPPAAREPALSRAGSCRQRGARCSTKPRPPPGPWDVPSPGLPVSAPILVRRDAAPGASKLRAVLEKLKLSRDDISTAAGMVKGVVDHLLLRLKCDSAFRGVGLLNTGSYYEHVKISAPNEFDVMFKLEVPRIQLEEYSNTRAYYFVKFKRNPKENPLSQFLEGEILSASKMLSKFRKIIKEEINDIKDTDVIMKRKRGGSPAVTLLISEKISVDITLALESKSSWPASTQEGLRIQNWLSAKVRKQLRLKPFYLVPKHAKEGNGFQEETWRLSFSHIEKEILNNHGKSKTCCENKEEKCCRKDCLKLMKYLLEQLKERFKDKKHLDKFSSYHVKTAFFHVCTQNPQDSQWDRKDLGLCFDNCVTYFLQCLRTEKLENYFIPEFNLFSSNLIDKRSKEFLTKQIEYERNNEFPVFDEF
# Active calls of the source: *; x = not tested or not shown; & = joins results of further samples. Unless noted, no stated cut-off is given here; in the data, active means inhibition above about 40%; inactive means the rest.
# Below each compound: NPYLR7 ag	mcGAS inh	hcGAS lum
1. OC(COc1c(F)cc(Br)cc1F)CN1CCN(c2ccc(F)cc2)CC1 (centres undefined)
  0	x	-14
2. CCN=c1scc(-c2cc(OC)ccc2OC)n1N=C1CCC(C(C)(C)C)CC1 (centres undefined)
  -8	x	-1
3. N#Cc1ccc(Oc2ccccc2F)c(F)c1
  -4	x	-20
4. CCc1ccc2nc(NCCNC(C)=O)cc(C)c2c1
  18	x	-10
5. CC1Cc2c(NC(=O)COc3ccc(Cl)cc3)nn(C)c2NC1=O (centres undefined)
  1	-11	-2
6. O=C(O)CS(=O)(=O)c1nc2ccccc2s1
  7	-4	-21
7. COc1cc(C(=O)NC(C)CN2CCCC2=O)ccc1OCc1c(C)noc1C (centres undefined)
  -2	x	-12
8. O=C(Nc1ccnn1C1CCN(Cc2ccc3nsnc3c2)CC1)C1CCCC1
  4	x	-3&-4
9. c1ccc(CNc2cc(-c3cccc(-n4cnnc4)c3)c3cc[nH]c3n2)nc1
  -5	-18	-7
10. COc1cn(CC(=O)Nc2ccc(Br)cc2)c(CSc2nccn2C)cc1=O
  1	-5	-3
11. CC1(C(=O)NS(=O)(=O)c2ccc(Cl)s2)CCN1C(=O)CCc1ccccc1 (centres undefined)
  0	x	-11
12. CC(=O)Nc1ccc2nc(-c3nccn3CCn3cccn3)ccc2c1
  x	-14	-6
13. S=c1[nH]c2ccccc2s1
  x	3	2
14. COc1ccc2nc(SCc3csc(Cc4ccc(F)cc4Cl)n3)[nH]c2c1
  5	-6	-6
15. Cc1sc2ncn(CC(=O)c3cc(C)n(CC4CCCO4)c3C)c(=O)c2c1C (centres undefined)
  3	-7	-6

# The listing continues:
# Below each compound: NPYLR7 ag	mcGAS inh	hcGAS lum
16. COCCCN(Cc1ccc(C(O)(c2ccc(F)cc2)c2ccc(F)cc2)o1)Cc1ccc(C)s1
  18	-5	-8
17. Cc1cccc(C2c3cccn3CCN2C(=O)CCC(=O)N2CC3(C)CC2CC(C)(C)C3)c1 (centres undefined)
  26	x	-5
18. Cc1c(C)n2c3c(=O)[nH]c(=O)n(C)c3nc2n1-c1cccc(O)c1
  -17	x	3
19. COCCCN(Cc1cccn1Cc1ccccc1F)CC(O)COCc1ccco1 (centres undefined)
  -1	-6	-11
20. Cc1ccc(Oc2cc(N3CCN(C(=O)C(C)C)CC3)ncn2)cc1
  x	-9	-12
21. CC(c1cc2ccccc2[nH]1)N(C)C(=O)c1cnn2c1CCCC2 (centres undefined)
  6	x	-4
22. CCC(C)n1c(C)cn2c3c(=O)n(Cc4ccc(C)cc4)c(=O)n(C)c3nc12 (centres undefined)
  10	-5	-3
23. O=C(NCc1nnc(SCC(=O)N2CCc3ccccc32)n1-c1cccc(C(F)(F)F)c1)c1ccco1
  -7	-3	-1
24. C=CCn1cc(CN2C[C@H](OC(C)C)[C@@H](O)C2)c(C)n1
  3	-6	-3
25. Cc1c(C(C)NCc2ccc(O)c(Cl)c2)cnn1-c1ccccc1 (centres undefined)
  6	x	-4
26. Cc1cc(C)cc(-n2nnc(C(=O)OCc3ccccc3F)c2C)c1
  1	-10	-7
27. Cc1ccc(-n2cnnc2SC(C)C(=O)N2CC(C)OC(C)C2)c(C)c1 (centres undefined)
  4	x	-13
28. CN(Cc1ccc(C#N)cc1)C(=O)CN1C(=O)CCCc2ccccc21
  0	-12	-3
29. Cc1cccc(OC2CCN(C(=O)CCNS(C)(=O)=O)CC2)c1
  12	x	-5
30. Cc1cccc(C)c1OCCCNC(=O)N1CCCSCC1
  3	x	-16

# Ordered by number of heavy atoms (rising): some entries from above
# Below each compound: NPYLR7 ag	mcGAS inh	hcGAS lum
13. S=c1[nH]c2ccccc2s1
  x	3	2
24. C=CCn1cc(CN2C[C@H](OC(C)C)[C@@H](O)C2)c(C)n1
  3	-6	-3
30. Cc1cccc(C)c1OCCCNC(=O)N1CCCSCC1
  3	x	-16
29. Cc1cccc(OC2CCN(C(=O)CCNS(C)(=O)=O)CC2)c1
  12	x	-5
25. Cc1c(C(C)NCc2ccc(O)c(Cl)c2)cnn1-c1ccccc1 (centres undefined)
  6	x	-4
20. Cc1ccc(Oc2cc(N3CCN(C(=O)C(C)C)CC3)ncn2)cc1
  x	-9	-12
12. CC(=O)Nc1ccc2nc(-c3nccn3CCn3cccn3)ccc2c1
  x	-14	-6
11. CC1(C(=O)NS(=O)(=O)c2ccc(Cl)s2)CCN1C(=O)CCc1ccccc1 (centres undefined)
  0	x	-11
15. Cc1sc2ncn(CC(=O)c3cc(C)n(CC4CCCO4)c3C)c(=O)c2c1C (centres undefined)
  3	-7	-6
19. COCCCN(Cc1cccn1Cc1ccccc1F)CC(O)COCc1ccco1 (centres undefined)
  -1	-6	-11
17. Cc1cccc(C2c3cccn3CCN2C(=O)CCC(=O)N2CC3(C)CC2CC(C)(C)C3)c1 (centres undefined)
  26	x	-5
16. COCCCN(Cc1ccc(C(O)(c2ccc(F)cc2)c2ccc(F)cc2)o1)Cc1ccc(C)s1
  18	-5	-8
23. O=C(NCc1nnc(SCC(=O)N2CCc3ccccc32)n1-c1cccc(C(F)(F)F)c1)c1ccco1
  -7	-3	-1

# Additional entries
# Below each compound: NPYLR7 ag	mcGAS inh	hcGAS lum
31. Cc1ccc(NC(=O)N(CC(=O)N(Cc2ccc3c(c2)OCO3)Cc2sccc2C)C2CCCCC2)cc1
  7	-4	-3
32. Nc1nc(COC(=O)c2ccc(O)cc2)nc2ccccc12
  8	x	7
33. Cn1c(=O)c2c(ncn2CC(=O)N2CCCCCC2)n(C)c1=O
  x	-10	-10
34. COCCN(Cc1ccc(OCc2nc(CO)cs2)cc1)C(=O)C1CC1
  26	-4	-9
35. COc1ccc2c(c1)CCCN2S(=O)(=O)c1ccc2c(c1)CC(=O)N2
  -2	-6	-14
36. COc1ccccc1N1C(=O)CSC1c1ccccc1NC(=O)c1ccc(Cl)cc1 (centres undefined)
  x	-5	-3
37. c1csc(-c2cnc3ccccc3n2)c1
  11	-3	1
38. O=S1(=O)CCC(Cc2nc(CCc3ccccc3)nn2-c2ccccn2)C1 (centres undefined)
  2	-10	-2
39. COc1cccc(C(=O)NNc2nc(-c3ccccc3)c3cc(Br)ccc3n2)c1
  -4	-5	-6
40. COc1ccccc1OCc1cc(C(=O)N2CCC(NC(C)=O)C2)n[nH]1 (centres undefined)
  7	-14	-6
41. O=C(Nc1ccc(F)c(NC(=O)C2CCCCC2)c1)c1ccco1
  1	x	-12
42. O=C1NC(=Nc2ccccn2)SC1Cc1ccc(Cl)cc1 (centres undefined)
  13	-6	4
43. COc1cc(C=C2N=C(c3cccc(OC(F)F)c3)OC2=O)cc(OC)c1OC(F)F
  11	x	-5
44. CC(C)CN1CCC(CN(C)C(=O)c2cc(COc3ccc4ncccc4c3)on2)C1 (centres undefined)
  7	x	-11
45. COc1ccc(CCNC(=O)c2cc3ccsc3n2Cc2cccc(F)c2)cc1OC
  -2	-4	-8

# Later entries:
# Below each compound: NPYLR7 ag	mcGAS inh	hcGAS lum
46. CC(C)C(C(=O)N1CCC(n2c(Cc3ccccc3)nc3ccccc32)CC1)c1ccccc1 (centres undefined)
  3	-5	-4
47. Cc1cc(N(C)/N=C\c2ccc(O)cc2)nc(-c2ccccc2O)n1
  -20	x	0
48. CC(Cn1cncn1)NCc1cc(-c2ccc(F)cc2)no1 (centres undefined)
  15	x	-1
49. COc1ccc(C(=O)Nn2c(-c3ccncc3)n[nH]c2=S)cc1
  -1	x	-10
50. COCCNC(=O)C1(C)CCCN(Cc2cccc(OC(=O)c3ccccc3)c2)C1 (centres undefined)
  6	-1	2
51. CCOc1ccc2cc(C(=O)NC(C)=O)c(=Nc3ccccc3)oc2c1
  24	-5	-5
52. Cc1ccc(C)c(C2CC(c3ccccc3)=Nc3ncnn32)c1 (centres undefined)
  -2	x	-12
53. Cc1cccc(-c2nnc(SCc3cccc(C#N)c3)n2-c2cccc(C)c2)c1
  x	-6	-7
54. COC(=O)Cc1cc(OC)c(OC)cc1[N+](=O)[O-]
  -2	-3	-1
55. COCCC(=O)NC(c1ccc(F)cc1)c1ccc(SCc2ccccc2)cc1 (centres undefined)
  5	-3	-8
56. CN(c1nc(-c2ccc(Br)cc2)cs1)C1CCS(=O)(=O)C1 (centres undefined)
  -1	x	-7
57. Cc1ccc(C2c3c(n[nH]c3C)OC(=N)C2C#N)o1 (centres undefined)
  -2&1	-1	-2&-3
58. Cc1ccc(N(C(=O)COc2ccc(Br)cc2)C2C=CS(=O)(=O)C2)cc1 (centres undefined)
  6	x	-2
59. Cc1ccc(-c2ccc(=O)n(CCCC(=O)Nc3ccc(S(N)(=O)=O)cc3)n2)cc1
  -4	-6	0
60. Cn1cc(CNc2ccc(C(=O)N3CCC(Cn4cccn4)CC3)cn2)cn1
  -2	x	-2

# Following part:
# Below each compound: NPYLR7 ag	mcGAS inh	hcGAS lum
61. Cc1cc(NC(=O)c2ccco2)n(-c2ncnc3c2cnn3-c2ccc(C)c(C)c2)n1
  4	-10	-4
62. CC1(C)CC2CC(C)(CN2C(=O)c2cc(-c3ccccc3F)nn2-c2ccccc2Cl)C1 (centres undefined)
  12	-3	-2
63. Cc1nn(C)c(Cl)c1S(=O)(=O)N1CC[C@H](CO)[C@@H](O)C1
  5	-13	-1
64. O=C1CN(S(=O)(=O)Cc2ccccc2)CC(O)CN1Cc1ccc2c(c1)OCO2 (centres undefined)
  3	-3	3
65. Cc1c(N2CCCC2)ccc2c1NC(=O)CC2c1ccc2c(c1)nnn2C (centres undefined)
  1	-12	-2
66. O=C(c1cccnc1Oc1ccc(Cl)cc1)N1CC=C(c2ccc(Cl)cc2)CC1
  15	x	0
67. Cc1sc2ncn(CCC(=O)NC3CCCCC3)c(=O)c2c1C
  3	x	-15
68. Cn1c(=O)[nH]c(=O)c2c1n1c(-c3ccccc3Cl)nnc1n2C
  3	x	1
69. COc1ccc(N(C)C(=O)c2ccc(Cn3nc(NC(=O)C(C)C)c4ccccc43)cc2)cc1
  15	-5	-7
70. Cc1cc(NC(=O)c2cc(F)cc(F)c2)ccc1N(C)C
  6	x	-12
71. Cc1cc(NC(=O)CSc2nc3ccccc3c(=O)n2NC(=O)c2ccccc2)n[nH]1
  4	x	-10
72. Cc1nn(-c2ccc(F)cc2F)c(C)c1C(=O)NCC1CCCS1 (centres undefined)
  5	x	-8&-2
73. O=C(CCn1nnc2ccccc21)NN=Cc1ccccc1
  1	-8	-9
74. CCOC(=O)CC(=O)N1CCc2c([nH]c3ccc(OC)cc23)C1COCc1ccccc1 (centres undefined)
  -6	4	-1
75. O=C1CC(Nc2nccc(C3CCCC3)n2)CN1Cc1cccc(F)c1 (centres undefined)
  -2	x	-7

# (more compounds)
# Below each compound: NPYLR7 ag	mcGAS inh	hcGAS lum
76. CCCc1cc(=O)n(CC(=O)Nc2cccc(C)c2)c(-n2nc(C)cc2C)n1
  -3	-9	-12
77. CC(Cc1ccncc1)OC(=O)CCc1ccccc1 (centres undefined)
  0	x	-8
78. CCC1CN(Cc2csc(NC)n2)CCC(=O)N1Cc1ccccc1 (centres undefined)
  0	x	-5
79. Cc1[nH]nc2c1C(=O)CCC2
  -2	-5	-1
80. COCCCN1C(=O)C(=Cc2c(NCCCO)nc3ccccn3c2=O)SC1=S
  24	-8	-10
81. CC1(C(=O)NCCc2c[nH]c3ccccc23)CCN1Cc1csc2ccccc12 (centres undefined)
  14	x	-7
82. CN(C)C(CNc1ncnc2cc(Cl)ccc12)c1ccco1 (centres undefined)
  8	-7	-12
83. CCCCN(C(=O)c1nc2nccc(C)n2n1)c1ccccc1
  -1	x	-4
84. CCCNC(=O)NC(=O)CSc1nnc(-c2ccc(Cl)cc2)n1CCC
  0	-1	0
85. CCOC(=O)C1=C(C)NC(C)=C(C(=O)OC)C1c1cc(Br)ccc1OC(F)F (centres undefined)
  0	-4	-5
86. COc1cccc(/C=C2/SC(N)=NC2=O)c1O
  6	5	5
87. O=C(c1csnn1)N1CCC(C2CCN(c3ncccn3)CC2)C1 (centres undefined)
  -15&5	x	4&-10
88. CNc1cncc(-c2cccc(S(C)(=O)=O)c2)n1
  3	x	-12
89. COc1ccc(CN(C)c2ncccc2C#N)cc1OC
  5	-16	-8
90. CNc1cc(-c2ccc(OC)c(OC)c2)nc2ccnn12
  -3	x	3

# (next part)
# Below each compound: NPYLR7 ag	mcGAS inh	hcGAS lum
91. O=C(c1c(F)cccc1Cl)N1CCC(c2nc(-c3c(Cl)cccc3Cl)no2)CC1
  3	1	2
92. CC(NC(=O)NC1CCCCC1C(F)(F)F)c1ccc(S(C)(=O)=O)cc1 (centres undefined)
  -3	-17	-10
93. CN(C)C(=O)c1ccc(NC(=O)CCC2CCCC2)cc1
  16	x	-3
94. COc1cccc(NC(=O)N(CC(=O)N(Cc2ccc3c(c2)OCO3)Cc2ccc(C)o2)CC2CCCO2)c1 (centres undefined)
  0	-5	-5
95. CCCn1cc(C(=O)Nc2cccnc2)c2nn(-c3ccccc3)c(=O)c-2c1
  5	0	3
96. O=C(CN1CCN(Cc2ccc3c(c2)CCO3)CC1)Nc1ccc(Cl)cc1Cl
  3	-4	-1
97. Clc1cccc(CN2CCN(c3nc4nonc4nc3NC3CC3)CC2)c1
  13&-1	-4	-7&-4
98. CCCCCn1c(=O)c2c(nc3n2CCCN3c2ccccc2)n(C)c1=O
  -6	x	1
99. CCSc1nnc2c(n1)OC(C)Nc1ccccc1-2 (centres undefined)
  5	-3	-6
100. CC(C)Oc1cccc(C(=O)C2CCCN(C(=O)c3ccc4c(c3)OCO4)C2)c1 (centres undefined)
  -11	x	2
